Screens from PubChem.
SENP1 inh – blocks the human SENP1 SUMO protease catalytic domain | hit rate 0.21% among 360,000 | recombinant SENP1 catalytic domain, CyPet-SUMO1-YPet FRET cleavage | inhibition, % at 10 µM;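 active means inhibition at least 30% at 10 µM, raw YFP signal under a set limit, fluorescence ratio 0.5 to 1.5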;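 further: 0% = enzyme with DMSO and 100% = no enzyme wells; some results filed as inactive read as strong as hits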
Target sequence (Q9P0U3 419-644 limits assumed): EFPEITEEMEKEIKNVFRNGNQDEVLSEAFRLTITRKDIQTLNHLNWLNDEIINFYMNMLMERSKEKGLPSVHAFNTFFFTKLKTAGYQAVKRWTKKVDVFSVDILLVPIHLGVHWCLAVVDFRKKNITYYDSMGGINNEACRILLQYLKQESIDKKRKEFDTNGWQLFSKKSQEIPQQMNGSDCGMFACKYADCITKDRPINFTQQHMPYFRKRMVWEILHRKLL
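system = hSENP1 catalytic domain, recombinant | reagent = SFCypet-SUMO1-SFYpet substrate at 25 nM | doses = one dose per compound, 10 µM, 0.5% DMSO | incubation = enzyme reaction for 50 min at room temperature, dark | measured by = FRET, CFP and YFP emission | controls = no-enzyme low, enzyme-DMSO high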
SENP8 block-1 – inhibitors of human SENP8 protease | Q96LD8 | recombinant SENP8, Nedd8 substrate fluorescence | inhibition, % at 20 µM | hit rate 0.64% among 360,000 | AID 602440; in the data active means inhibition mostly above about 40%, no sharp cut-off; inactive means mostly below about 27%
SENP8 block-2 – blocks the human protease SENP8. inhibition, % at 10 µM. AID 2540. purified SENP8, Z-RLRGG-aminoluciferin cleavage, luminescence. Q96LD8. hit rate 1.2% among 330,000; in the data active means inhibition above about 50%
SENP7 inh – inhibitors of human SENP7 protease | Q9BQF6 | recombinant SENP7, Z-RLRGG-aminoluciferin luminescence, 40 min | inhibition, % at 5 µM | hit rate 1.5% among 330,000 | AID 434973;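 active means inhibition above about 50% at the single test dose, limit read from the data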;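 further: plate controls were DMSO with enzyme for no effect and no enzyme buffer wells for full effect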
Target sequence (Q9BQF6 706-1050 limits assumed): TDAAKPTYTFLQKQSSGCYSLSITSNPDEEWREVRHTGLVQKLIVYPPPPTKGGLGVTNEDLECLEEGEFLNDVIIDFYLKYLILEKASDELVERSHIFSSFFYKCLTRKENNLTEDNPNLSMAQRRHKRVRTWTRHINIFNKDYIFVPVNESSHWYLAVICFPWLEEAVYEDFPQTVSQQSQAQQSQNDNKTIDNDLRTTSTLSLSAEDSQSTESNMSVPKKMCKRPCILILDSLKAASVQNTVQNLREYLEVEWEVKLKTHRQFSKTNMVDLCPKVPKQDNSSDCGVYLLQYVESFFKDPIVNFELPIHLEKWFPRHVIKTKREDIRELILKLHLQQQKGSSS
HKDC1 inh – HKDC1 (human) hexokinase inhibition; recombinant HKDC1, G6PDH/diaphorase resazurin coupled fluorescence; AID 493160; Q2TB90; inhibition, % at 20 µM; hit rate 0.16% among 340,000;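 active means inhibition above about 35% when tested at 20 µM, limit read from the data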;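 further: plate controls were DMSO wells with enzyme for no effect and DMSO wells lacking enzyme for full effect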
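Assay system: recombinant HKDC1 hexokinase; detection: coupled resazurin fluorescence, excitation 525 nm, emission 613 nm; benchmarks: DMSO-plus-enzyme-mix negative control, buffer-substituted positive control; compound dosing: single 20 µM dose; schedule: 90 min at room temperature in dark; also added: glucose plus 1 mM ATP as hexokinase substrates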
PfG6PD inh – PfG6PD (Plasmodium falciparum) enzyme inhibition; PfGluPho enzyme, NADPH resazurin-diaphorase fluorescence; inhibition, % at 20 µM; hit rate 0.78% among 350,000; AID 504690;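 active means inhibition reaching at least a set limit at 20 µM in the primary screen, cut at about 59% in these data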;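 further: 0% = DMSO wells with substrate and 100% = DMSO wells lacking glucose-6-phosphate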
SENP6 block – blocks the human protease SENP6. Q9GZR1. Recombinant SENP6 catalytic domain, aminoluciferin luminescence. inhibition, % at 10 µM. hit rate 1.8% among 330,000. AID 2599;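 active means inhibition above about 50% at the single tested dose, limit read from the data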;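 further: plate controls were DMSO wells with enzyme for no effect and DMSO wells lacking enzyme for full effect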
Target sequence (Q9GZR1 628-1112 limits assumed): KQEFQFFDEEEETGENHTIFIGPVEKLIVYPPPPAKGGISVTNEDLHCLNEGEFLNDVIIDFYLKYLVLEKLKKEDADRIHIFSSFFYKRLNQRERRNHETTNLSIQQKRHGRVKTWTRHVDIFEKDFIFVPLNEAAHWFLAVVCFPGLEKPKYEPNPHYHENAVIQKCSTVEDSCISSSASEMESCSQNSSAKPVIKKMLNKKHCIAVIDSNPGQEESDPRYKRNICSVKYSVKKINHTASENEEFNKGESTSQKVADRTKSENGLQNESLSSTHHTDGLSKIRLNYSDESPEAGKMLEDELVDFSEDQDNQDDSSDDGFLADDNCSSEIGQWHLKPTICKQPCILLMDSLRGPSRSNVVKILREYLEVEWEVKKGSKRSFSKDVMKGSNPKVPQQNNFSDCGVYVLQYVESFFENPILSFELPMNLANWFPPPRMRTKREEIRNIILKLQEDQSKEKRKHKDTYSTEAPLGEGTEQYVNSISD
Apaf1 inhib – blocks human Apaf-1 apoptosome activity. hit rate 0.71% among 330,000. reconstituted apoptosome caspase-3 activity, DEVD-Rh110 fluorescence. inhibition, % at 20 µM; active means inhibition of at least 40% at 20 µM;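 further: plate controls were DMSO wells for no effect and DEVD-CHO caspase inhibitor wells for full effect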
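detection = Rh110 fluorescence intensity | test system = biochemical Apaf-1 apoptosome reconstitution | also added = cytochrome c and DEVD-Rh110 substrate | schedule = 30 min plus 50 min, RT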
The depositor's hits bear a star. Not a hit list; any-hit rate near 3.6%.

CCC(C)(C)C(=O)Nc1ccc(OC)cc1[N+](=O)[O-] was read as SENP1 inh 2, SENP8 block-1 24, SENP8 block-2 -2, SENP7 inh -2, HKDC1 inh 0, PfG6PD inh -15, SENP6 block -4 and Apaf1 inhib -1.
`C=CCN1C(=O)C(Cc2ccc(C)cc2)S/C1=N/N=C/c1ccco1` (stereo not drawn) gave SENP1 inh 1, SENP8 block-1 15, SENP8 block-2 -3, SENP7 inh 4, HKDC1 inh -11, PfG6PD inh 6, SENP6 block 10 and Apaf1 inhib 0.
For CCOC(=O)c1ccc(NC(=O)C(C)NS(=O)(=O)c2ccc(OC)cc2)cc1 (stereo not drawn) the results were SENP1 inh 4, SENP8 block-1 5, SENP8 block-2 -13, SENP7 inh -7, HKDC1 inh -3, PfG6PD inh -2, SENP6 block -9 and Apaf1 inhib 5.
Screening C[C@H](CO)N1C[C@H](C)[C@H](CN(C)S(C)(=O)=O)Oc2c(cccc2N(C)C)C1=O returned SENP1 inh 2, SENP8 block-1 -14, SENP8 block-2 -13, SENP7 inh -4, HKDC1 inh -5, PfG6PD inh -1, SENP6 block 4 and Apaf1 inhib 10.
`COC(=O)c1ccccc1S(=O)(=O)N1CCC(NC(=O)C(Cc2cccc(OC)c2OC)NC(C)=O)CC1` (stereo not drawn) gave SENP1 inh 0, SENP8 block-1 8, SENP8 block-2 2, SENP7 inh 4, HKDC1 inh -6, PfG6PD inh -3, SENP6 block -14 and Apaf1 inhib -12.
`Cc1cc(OCc2cc(C(=O)NCCN3CCCCC3CO)no2)cc(C)c1Cl` (stereo not drawn) gave SENP1 inh -13, SENP8 block-1 15, SENP8 block-2 -10, SENP7 inh -3, HKDC1 inh -2, PfG6PD inh 15, SENP6 block -17 and Apaf1 inhib 11.
For CC(C)Nc1cc(N2CCCC2)ccc1[N+](=O)[O-] the results were SENP1 inh 3, SENP8 block-1 24, SENP8 block-2 4, SENP7 inh -3, HKDC1 inh -11, PfG6PD inh 12, SENP6 block -9 and Apaf1 inhib -14.
`Cc1nn(-c2cccc(Cl)c2)c(Cl)c1/C=N/NC(=O)c1cccs1` gave SENP1 inh 2, SENP8 block-1 -9, SENP8 block-2 1, SENP7 inh -2, HKDC1 inh -6, PfG6PD inh -5, SENP6 block -13 and Apaf1 inhib 5.
COc1cc2c(C(=O)NCCN(C)C)cn(CC(C)C)c(=O)c2cc1OC was read as SENP1 inh 3, SENP8 block-1 6, SENP8 block-2 6, SENP7 inh -2, HKDC1 inh -2, PfG6PD inh 2, SENP6 block 2 and Apaf1 inhib -6.
`CCCCCc1ccc(CC(=O)N2CCOCC2)cc1` gave SENP1 inh 1, SENP8 block-1 6, SENP8 block-2 -8, SENP7 inh 14, HKDC1 inh -2, PfG6PD inh 3, SENP6 block -17 and Apaf1 inhib 9.
Screening CCN(CC)C1CCN(C(=O)c2ccc(OC3CCN(Cc4ccccn4)CC3)cc2)C1 (stereo not drawn) returned SENP1 inh 0, SENP8 block-1 7, SENP8 block-2 -4, SENP7 inh -13, HKDC1 inh -5, PfG6PD inh -16, SENP6 block -15 and Apaf1 inhib 3.
For Cc1nnc(SCc2ccc(F)cc2)n1NC/C=C/c1ccccc1 the results were SENP1 inh 1, SENP8 block-1 22, SENP8 block-2 2, SENP7 inh 0, HKDC1 inh 1, PfG6PD inh 2, SENP6 block 3 and Apaf1 inhib 10.
For CCNc1nc(NCC)n2c(SCC(=O)Nc3ccccc3Cl)nnc2n1 the results were SENP1 inh 1, SENP8 block-1 8, SENP8 block-2 13, SENP7 inh -5, HKDC1 inh -5, PfG6PD inh -4, SENP6 block -1 and Apaf1 inhib 7.
`CCC(C(=O)OC)n1cnc2c(oc3ccccc32)c1=O` (stereo not drawn) gave SENP1 inh 1, SENP8 block-1 1, SENP8 block-2 -3, SENP7 inh 9, HKDC1 inh -1, PfG6PD inh -10, SENP6 block -25 and Apaf1 inhib -17.
`NC(=O)NCc1cccnc1` gave SENP1 inh 0, SENP8 block-1 3, SENP8 block-2 -2, SENP7 inh 3, HKDC1 inh -7, PfG6PD inh -1, SENP6 block 7 and Apaf1 inhib -4.

Next part; the last 4 above are carried over.
For Cc1nnc(SCc2ccc(F)cc2)n1NC/C=C/c1ccccc1 the results were SENP1 inh 1, SENP8 block-1 22, SENP8 block-2 2, SENP7 inh 0, HKDC1 inh 1, PfG6PD inh 2, SENP6 block 3 and Apaf1 inhib 10.
For CCNc1nc(NCC)n2c(SCC(=O)Nc3ccccc3Cl)nnc2n1 the results were SENP1 inh 1, SENP8 block-1 8, SENP8 block-2 13, SENP7 inh -5, HKDC1 inh -5, PfG6PD inh -4, SENP6 block -1 and Apaf1 inhib 7.
`CCC(C(=O)OC)n1cnc2c(oc3ccccc32)c1=O` (stereo not drawn) gave SENP1 inh 1, SENP8 block-1 1, SENP8 block-2 -3, SENP7 inh 9, HKDC1 inh -1, PfG6PD inh -10, SENP6 block -25 and Apaf1 inhib -17.
`NC(=O)NCc1cccnc1` gave SENP1 inh 0, SENP8 block-1 3, SENP8 block-2 -2, SENP7 inh 3, HKDC1 inh -7, PfG6PD inh -1, SENP6 block 7 and Apaf1 inhib -4.
For CN(C)/C=C1\N=C(c2ccc3c(c2)OCO3)OC1=O the results were SENP1 inh -15, SENP8 block-1 12, SENP8 block-2 -17, SENP7 inh -16, HKDC1 inh 7, PfG6PD inh -12, SENP6 block -9 and Apaf1 inhib 9.
`Nc1ccc(-c2nc3ccc(N)cc3[nH]2)cc1` gave SENP1 inh -10, SENP8 block-1 -421, SENP8 block-2 -3, SENP7 inh 13, HKDC1 inh -2, PfG6PD inh 9, SENP6 block 18 and Apaf1 inhib 8.
Screening Cc1ccc(-c2nnc(SCC(=O)NCC3CCCO3)nc2-c2ccc(C)cc2)cc1 (stereo not drawn) returned SENP1 inh 4, SENP8 block-1 11, SENP8 block-2 11, SENP7 inh -4, HKDC1 inh -1, PfG6PD inh 17, SENP6 block -1 and Apaf1 inhib 20.
CCc1nc(C)c(-c2ccccc2)c(=O)[nH]1 was read as SENP1 inh 0, SENP8 block-1 4, SENP8 block-2 5, SENP7 inh 14, HKDC1 inh -8, PfG6PD inh -10, SENP6 block -2 and Apaf1 inhib -14.
For CC1=NN(c2ccc(C(=O)O)cc2)C(=O)/C1=C/c1ccc(-c2ccccc2F)o1 the results were SENP1 inh 1, SENP8 block-1 26, SENP8 block-2 4, SENP7 inh 18, SENP6 block 5 and Apaf1 inhib 58*.
For O=C1CCC(=O)N1c1ccccc1-c1ccccc1 the results were SENP1 inh 2, SENP8 block-1 9, SENP8 block-2 2, SENP7 inh 8, HKDC1 inh -2, PfG6PD inh -10, SENP6 block -2 and Apaf1 inhib -5.
Screening Cc1ccc(S(=O)(=O)N2CCN(c3cnn(C)c(=O)c3Cl)CC2)cc1 returned SENP1 inh 2, SENP8 block-1 -1, SENP8 block-2 1, SENP7 inh -4, HKDC1 inh -1, PfG6PD inh 7, SENP6 block 1 and Apaf1 inhib -3.
COc1ccc(S(=O)(=O)N2CCC(C(=O)N3CCCC3)CC2)cc1Cl was read as SENP1 inh 1, SENP8 block-1 22, SENP8 block-2 -13, SENP7 inh -10, HKDC1 inh -7, PfG6PD inh -20, SENP6 block -8 and Apaf1 inhib 4.
`O=C(COC(=O)c1cncc(Br)c1)NCc1cccs1` gave SENP1 inh -7, SENP8 block-1 -3, SENP8 block-2 3, SENP7 inh 2, HKDC1 inh -3, PfG6PD inh 10, SENP6 block -8 and Apaf1 inhib -5.
For CCCCNC(=O)c1ccc(/C=C2\Oc3ccccc3N(C)C2=O)cc1 the results were SENP1 inh -14, SENP8 block-1 -419, SENP8 block-2 0, SENP7 inh -6, HKDC1 inh -2, PfG6PD inh -3, SENP6 block 8 and Apaf1 inhib 4.
For Cc1cccc(C2=NN(c3ccc(Br)cc3)[C@@H](C(=O)N3CCOC3=O)[C@@H]2c2ccccc2)c1 the results were SENP1 inh -127, SENP8 block-1 -378, SENP7 inh 8, HKDC1 inh 3, PfG6PD inh 14 and Apaf1 inhib 16.
For O=C(NCc1ccccc1)N1CCCC1 the results were SENP1 inh 2, SENP8 block-1 6, SENP8 block-2 -5, SENP7 inh -7, HKDC1 inh -6, PfG6PD inh -5, SENP6 block 20 and Apaf1 inhib -20.
For O=C(CCn1c(=O)sc2ccccc21)NCc1ccc2c(c1)OCO2 the results were SENP1 inh -3, SENP8 block-1 14, SENP8 block-2 4, SENP7 inh -1, HKDC1 inh -6, PfG6PD inh 3, SENP6 block 8 and Apaf1 inhib 2.
COc1ccc(Cl)cc1NC(=S)N(Cc1cccnc1)Cc1ccco1 was read as SENP1 inh -6, SENP8 block-1 3, SENP8 block-2 7, SENP7 inh 7, HKDC1 inh -6, PfG6PD inh 25, SENP6 block 12 and Apaf1 inhib 6.
Screening COC(=O)c1sc(NC(C)=O)c(C(=O)OC)c1C returned SENP1 inh 2, SENP8 block-1 15, SENP8 block-2 -2, SENP7 inh 7, HKDC1 inh 9, PfG6PD inh 2, SENP6 block 0 and Apaf1 inhib -3.
`COCCn1c(N)c(Sc2ccccc2[N+](=O)[O-])c(=O)[nH]c1=O` gave SENP1 inh 1, SENP8 block-1 13, SENP8 block-2 -1, SENP7 inh 0, HKDC1 inh 2, PfG6PD inh -14, SENP6 block -3 and Apaf1 inhib -22.
`Cc1ccc(-c2nnc(N3CCOCC3)c3ccccc23)cc1S(=O)(=O)NCC1CCCO1` (stereo not drawn) gave SENP1 inh -4, SENP8 block-1 19, SENP8 block-2 -1, SENP7 inh 1, HKDC1 inh -2, PfG6PD inh -9, SENP6 block 7 and Apaf1 inhib -3.
`C=CCOc1c(Br)cc(CNc2ccc(NC(=O)CCC)cc2)cc1OCC` gave SENP1 inh 3, SENP8 block-1 -3, SENP8 block-2 1, SENP7 inh 1, HKDC1 inh -1, PfG6PD inh 13, SENP6 block 13 and Apaf1 inhib 13.
For CCCn1c(=O)[nH]c(=O)c2c1nc(-c1ccc(OC(F)F)c(OC)c1)n2CCOC the results were SENP1 inh -45, SENP8 block-1 -309, SENP8 block-2 9, SENP7 inh 4, HKDC1 inh 6, PfG6PD inh 2, SENP6 block 12 and Apaf1 inhib 21.
For CCCCN(C)CCCNC(=O)C1CCC(CNS(=O)(=O)c2c(C)cc(C)cc2C)CC1 (stereo not drawn) the results were SENP1 inh 2, SENP8 block-1 18, SENP8 block-2 -1, SENP7 inh 2, HKDC1 inh 1, PfG6PD inh 1, SENP6 block 2 and Apaf1 inhib 9.
`NC(=O)c1nsc(C(=O)N(c2cccc(F)c2)C(C(=O)NCC2CCCO2)c2c[nH]c3ccccc23)c1N` (stereo not drawn) gave SENP1 inh -14, SENP8 block-1 -279, SENP8 block-2 -2, SENP7 inh 3, HKDC1 inh 9, PfG6PD inh 11, SENP6 block -2 and Apaf1 inhib 16.
Screening CN1CCN(c2ccccc2NC(=S)NC(=O)c2cc3ccccc3o2)CC1 returned SENP1 inh 1, SENP8 block-1 6, SENP8 block-2 -12, SENP7 inh -20, HKDC1 inh -13, PfG6PD inh -1, SENP6 block -7 and Apaf1 inhib 19.
Cc1ccc(OCC(=O)Nc2ccc3c(c2)OCO3)cc1C was read as SENP1 inh 1, SENP8 block-1 14, SENP8 block-2 -9, SENP7 inh 5, HKDC1 inh 4, PfG6PD inh -7, SENP6 block 1 and Apaf1 inhib -14.
